Screening data deposited in PubChem BioAssay by Sanford-Burnham Center for Chemical Genomics.
CCR6 antagonist – CCR6 (human) receptor antagonism. P51684. CHO-K1 CCR6 PathHunter beta-arrestin, luminescence, CCL20-stimulated. inhibition, % at 20 µM. hit rate 0.49% among 340,000;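 active means compounds whose inhibition of the agonist-driven luminescence signal at 20 µM reaches about 50%, limit read from the data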;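 further: cells stimulated with CCL20 at 14 nM final; plate controls were DMSO with CCL20 for no effect and DMSO without agonist for full effect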
Apaf-1 inh – inhibitors of human Apaf-1 apoptosome | inhibition, % at 20 µM | hit rate 0.71% among 330,000 | AID 489030 | reconstituted apoptosome caspase-3 activity, DEVD-Rh110 fluorescence; active means inhibition of at least 40% at 20 µM;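 further: plate controls were DMSO wells for no effect and DEVD-CHO caspase inhibitor wells for full effect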
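Material: cell-free apoptosome with Apaf-1, procaspase-3 and caspase-9; Buffer or medium: Hepes pH 7.5 with detergent and BSA; Reagent: cytochrome c trigger plus (Z-DEVD)2-Rh110 caspase-3 substrate; Times: compound with Apaf-1, dATP, procaspase-3 30 min, then 50 min reaction, room temperature; Technique: Rh110 fluorescence intensity.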
SENP8 inh – inhibitors of human SENP8 protease; Q96LD8; purified SENP8, Z-RLRGG-aminoluciferin cleavage, luminescence; inhibition, % at 10 µM; hit rate 1.2% among 330,000; AID 2540
Target sequence (Q96LD8 whole entry, looked up): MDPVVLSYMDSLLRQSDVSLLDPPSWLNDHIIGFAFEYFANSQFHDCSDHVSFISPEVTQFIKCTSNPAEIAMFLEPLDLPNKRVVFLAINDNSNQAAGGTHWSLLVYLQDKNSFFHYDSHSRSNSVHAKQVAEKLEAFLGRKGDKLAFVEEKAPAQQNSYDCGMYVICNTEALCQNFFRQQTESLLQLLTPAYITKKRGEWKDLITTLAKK
697 NFkB inh – lowers PMA/ionomycin-induced NF-kB signal in 697 B cells; hit rate 0.33% among 330,000; AID 435022; 697 B-cell NF-kB luciferase reporter, 16 h; inhibition, % at 4 µM; in the data active means inhibition above about 35%
Jurkat NFkB inh – lowers PMA/ionomycin-induced NF-kB signal in Jurkat cells. PMA/ionomycin-induced NF-kB luciferase reporter, luminescence. inhibition, % at 4 µM. hit rate 0.53% among 330,000
Gli-Sufu block – antagonists of Gli-Sufu signaling | Sufu-KO-LIGHT fibroblasts, Gli luciferase reporter luminescence | inhibition, % at 5 µM | hit rate 0.74% among 340,000;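 active means inhibition above about 55%, limit read from the data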;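 further: 0% = DMSO-treated cells and 100% = wells with medium but no cells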
EBI2 block – EBI2 (human) antagonism | AID 651636 | hit rate 0.81% among 360,000 | inhibition, % at 5 µM | EBI2 beta-arrestin recruitment, luminescence, 7a,25-OHC stimulated | P32249; in the data active means inhibition above about 38%;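 further: enzyme fragment complementation signal reports receptor beta-arrestin coupling in cells; 0% = agonist plus DMSO wells and 100% = wells without agonist; some results beyond the cut were filed as inactive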
Target sequence (P32249 whole entry, looked up, the tested form may be a part): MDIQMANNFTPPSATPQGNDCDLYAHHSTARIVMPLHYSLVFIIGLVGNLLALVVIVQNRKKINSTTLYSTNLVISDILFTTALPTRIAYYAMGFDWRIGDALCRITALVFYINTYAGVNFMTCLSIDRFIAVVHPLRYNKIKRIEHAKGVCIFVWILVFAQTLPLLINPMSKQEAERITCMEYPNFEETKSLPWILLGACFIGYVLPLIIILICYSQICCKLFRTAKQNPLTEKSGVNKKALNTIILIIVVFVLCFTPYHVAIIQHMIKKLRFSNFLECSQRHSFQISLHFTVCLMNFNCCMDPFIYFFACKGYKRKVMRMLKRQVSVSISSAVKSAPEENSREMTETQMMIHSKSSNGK
UBC13 polyUb – inhibitors of human UBC13 polyubiquitin chain formation. P61088. TR-FRET. inhibition, % at 20 µM. hit rate 0.47% among 330,000. AID 485273; in the data active means inhibition above about 45%, passing the limit was not always enough
Target sequence (P61088 whole entry, looked up): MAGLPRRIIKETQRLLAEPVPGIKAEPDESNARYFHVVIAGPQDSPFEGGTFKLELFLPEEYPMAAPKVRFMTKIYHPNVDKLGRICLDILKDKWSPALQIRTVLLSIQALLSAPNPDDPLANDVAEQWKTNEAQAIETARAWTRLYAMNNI
Numbers without * were called inactive; x = not tested or not shown. Unless noted, no stated cut-off is given here; in the data, active means inhibition above about 50%; inactive means the rest. This is a subset. The share of hits here may be higher or lower than overall.

SMILES	CCR6 antagonist	Apaf-1 inh	SENP8 inh	697 NFkB inh	Jurkat NFkB inh	Gli-Sufu block	EBI2 block	UBC13 polyUb
COCCCn1cc(C(=O)c2cc(OC)ccc2OCC(=O)N2CCCCC2C)cc(C#N)c1=O (stereo unspecified)	7	1	0	-2	-9	1	-2	-8
CCN1CCN(Cc2c(O)ccc3c2O/C(=C\C=C\c2ccccc2OC)C3=O)CC1	8	12	-12	-7	-4	7	2	-68
COC(=O)CCC(=O)OC1(C)C(=O)C2=CN(Cc3ccc4c(c3)OCO4)C(c3ccc(OC)cc3)=CC2=C(Br)C1=O (stereo unspecified)	2	18	-3	-1	6	-9	10	-44
NC(=O)c1cc([N+](=O)[O-])ccc1NCCN1C(=O)c2ccccc2C1=O	x	3	0	-1	-1	x	x	-8
CCOC(=O)C1CCCN(c2c(NCCN3CCCCC3CC)c(=O)c2=O)C1 (stereo unspecified)	1	15	-12	-2	-11	7	-2	-6
CN(Cc1nccn1C)C(=O)c1ccc(OC2CCN(CCc3ccccc3)CC2)cc1	5	-11	2	16	6	17	0	8
CC[n+]1c(/C=C(/C)SC)sc2ccccc21	-7	8	1	4	6	2	-13	-7
CSCC[C@H](NC(=O)C1CCC(CNC(=O)[C@@H]2CCCN2C(=O)OC(C)(C)C)CC1)C(=O)O (stereo partly specified)	12	8	-9	-2	-11	3	-7	2
Cc1ccc(C(=O)N/C(=C\c2ccccc2)C(=O)NCCCn2ccnc2)cc1	2	11	-5	19	6	1	-15	5
O=C(Cc1cccs1)Nc1nnc(SCC(=O)N2CCCCC2)s1	-1	0	4	0	2	-7	-4	4
CCN1CSC(=S)N(Cc2ccccc2)C1	13	-2	-4	7	-7	63*	4	1
COc1cccc(OC)c1OCCN1CCN(C(=O)c2ccco2)CC1	0	2	-6	0	-15	16	-10	-4
Cc1ccc(C2=NN=C(NC(=O)CSc3nc(C)cc(C)n3)SC2)cc1	x	8	-5	-23	4	x	x	0
CCOC(=O)C1CCCN(C(=O)c2cc(-c3ccc(F)cc3)nc3ccccc23)C1 (stereo unspecified)	24	18	-10	17	-2	5	5	-1
CN1CCN(C2=C(Cl)C(=O)N(c3ccc(Cl)cc3)C2=O)CC1	7	-6	-11	17	2	-19	7	1
O=S(=O)(c1ccc2c(c1)OCCO2)N1CCN(c2nc3ccccc3s2)CC1	3	7	-1	2	12	-3	0	3
CC(C)(C)C(=O)NC1CCN(S(C)(=O)=O)CC1	-2	0	-1	4	-4	6	-2	3
CCOC(=O)C1CCCN(C2CC(=O)N(c3ccc(C)c(C)c3)C2=O)C1 (stereo unspecified)	-14	-2	3	-3	9	5	9	1
CC(C)CN(C(=O)CN1CCCCCC1)c1c(N)n(CC(C)C)c(=O)[nH]c1=O	4	3	-10	7	5	-3	8	-10
Cc1ccsc1C(=O)OCC(=O)NC1CCCC(C)C1C (stereo unspecified)	19	2	0	-39	-6	4	13	2
COCCn1nnnc1C(c1ccc(C(F)(F)F)cc1)N1CCOCC1 (stereo unspecified)	-5	-2	-1	-12	12	-5	-9	9
CCOC(=O)Cc1csc(NC(=O)C(C)(C)C)n1	-3	-4	-8	-2	-21	-18	-3	-17
O=C(Nc1cc([N+](=O)[O-])ccc1N1CCCC1)c1ccccc1	15	-13	2	7	1	4	6	-4
Nc1nc(Cl)nc2c1ncn2[C@@H]1O[C@H](CO)[C@@H](O)[C@H]1O	3	-8	-9	0	-6	14	-9	2
COC(=O)c1sc(NC(=O)COc2ccccc2)nc1C	6	5	-6	-47	-21	-11	6	0

Four compounds picked at random from those above:
SMILES	CCR6 antagonist	Apaf-1 inh	SENP8 inh	697 NFkB inh	Jurkat NFkB inh	Gli-Sufu block	EBI2 block	UBC13 polyUb
COC(=O)CCC(=O)OC1(C)C(=O)C2=CN(Cc3ccc4c(c3)OCO4)C(c3ccc(OC)cc3)=CC2=C(Br)C1=O (stereo unspecified)	2	18	-3	-1	6	-9	10	-44
CC(C)(C)C(=O)NC1CCN(S(C)(=O)=O)CC1	-2	0	-1	4	-4	6	-2	3
Cc1ccc(C(=O)N/C(=C\c2ccccc2)C(=O)NCCCn2ccnc2)cc1	2	11	-5	19	6	1	-15	5
Nc1nc(Cl)nc2c1ncn2[C@@H]1O[C@H](CO)[C@@H](O)[C@H]1O	3	-8	-9	0	-6	14	-9	2

Entries of single compounds from above. Values in the order: CCR6 antagonist | Apaf-1 inh | SENP8 inh | 697 NFkB inh | Jurkat NFkB inh | Gli-Sufu block | EBI2 block | UBC13 polyUb
`O=S(=O)(c1ccc2c(c1)OCCO2)N1CCN(c2nc3ccccc3s2)CC1` is entered as 3 | 7 | -1 | 2 | 12 | -3 | 0 | 3
`CC(C)(C)C(=O)NC1CCN(S(C)(=O)=O)CC1` is entered as -2 | 0 | -1 | 4 | -4 | 6 | -2 | 3

Following part:
SMILES	CCR6 antagonist	Apaf-1 inh	SENP8 inh	697 NFkB inh	Jurkat NFkB inh	Gli-Sufu block	EBI2 block	UBC13 polyUb
Cc1ccc(-c2nc3c(c(SCC(=O)N4CCOCC4)n2)COC(C)(C)C3)cc1	10	-13	-11	-9	-7	2	5	4
Cc1cc(C)c2c(N)c(C(=O)c3cccc(Cl)c3)sc2n1	-3	18	-6	-8	-1	5	-2	11
CC(C)c1cc(C(C)C)c(S(=O)(=O)N2c3ccccc3[C@@]3(Br)C[C@H]4C(=O)N[C@@H](Cc5ccccc5)C(=O)N4[C@@H]23)c(C(C)C)c1	8	8	6	10	16	-3	x	-20
CCOc1ncccc1C(=O)OCC(=O)NC1CCCCCC1	9	3	-7	13	9	5	0	8
O=C(Nc1nccs1)C1CCCN(S(=O)(=O)c2cccnc2)C1 (stereo unspecified)	9	-8	0	20	0	-6	-2	4
O=C(CC1SC(=Nc2cccc3ccccc23)N(Cc2ccccn2)C1=O)Nc1ccccc1Br (stereo unspecified)	24	2	3	-5	6	-2	10	4
CNC(=O)CSc1nc2cc(S(=O)(=O)Nc3ccccc3OC)ccc2o1	8	2	3	12	9	-2	3	3
O=C(CCC(=O)N(c1ccccc1)C(C(=O)NC1CCCC1)c1ccncc1)Nc1cccnc1 (stereo unspecified)	6	-3	-6	-2	6	1	-6	3
COc1ccc(C(=O)N2CCCC(Nc3ccc(C)c(C)c3)C2)cc1 (stereo unspecified)	6	-9	-5	16	8	3	1	10
O=C(c1cccc(Cl)c1)N1CCCC(c2ccc(Cl)cc2)=N1	10	16	2	13	-1	12	11	4
O=C(c1ccco1)N1CCN(C(=O)C2CCCN(S(=O)(=O)c3cccc4nsnc34)C2)CC1 (stereo unspecified)	5	-3	-2	-14	-11	-3	-15	-4
COc1ccc(C2(O)CCN(CCCCOc3ccccc3)CC2)cc1	15	15	-7	9	26	9	2	6
Cc1cccc(N(Cc2ccccc2)C(=O)CN2C(=O)NC3(CCCC3)C2=O)c1	5	18	-17	-2	-1	5	-9	-11
O=C(N/N=C/C(Br)=C/c1ccccc1)c1cc(-c2ccco2)[nH]n1	4	22	2	-8	14	7	2	2
COc1ccc(-c2nn(-c3ccccc3)cc2C(=O)Nc2nc(CC(C)=O)ns2)cc1	4	2	-7	14	-5	-8	5	-6
Cc1ccc(OCCN2CCN(C)CC2)c([N+](=O)[O-])c1	10	-8	-8	2	-3	6	3	-18
CC1CCN(C(=O)CN2C(=O)C(=O)c3ccccc32)CC1	1	7	-5	20	-9	18	4	-3
Cc1ccc(-n2ncc3c(=O)n(CC(=O)N(C(C)C)C(C)C)cnc32)cc1	16	3	-12	8	-11	3	2	4
Cc1nc2c(n1C1CCCCC1)C(=O)c1ccccc1C2=O	18	17	16	0	-12	-5	-2	-15
CCn1c(NC(=O)c2cccc(Cn3cc(Cl)cn3)c2)nc2ccccc21	13	32	-6	-30	14	-40	2	6
O=c1cc(CO)oc(C(Nc2cccc([N+](=O)[O-])c2)c2ccccn2)c1O (stereo unspecified)	4	3	-10	13	2	-6	-5	95*
Cc1ccc(-n2c(-c3ccncc3)nnc2-c2cccs2)cc1	1	-3	-10	5	-4	9	-5	-5
CCOC(=O)N1CCN(C/C(Cl)=C/c2ccccc2)CC1	6	-10	-5	-12	-17	-5	-4	0
Cn1cc(S(=O)(=O)N2CCCC2)cc1C(=O)NCCc1ccccc1	5	1	-12	4	-6	8	-4	0
CC(=O)Nc1nc2ccccc2n1CCOc1ccccc1Cl	46	1	-7	-24	-1	11	2	9
Continued:
SMILES	CCR6 antagonist	Apaf-1 inh	SENP8 inh	697 NFkB inh	Jurkat NFkB inh	Gli-Sufu block	EBI2 block	UBC13 polyUb
O=c1ccc2cc(S(=O)(=O)N3CCN(c4ccccc4)CC3)ccc2o1	-4	-3	5	9	5	-1	12	-3
CCCCOC(=O)C1=C(C)NC(=O)NC1c1ccc([N+](=O)[O-])s1 (stereo unspecified)	8	22	-9	-15	-9	28	1	-14
C=CC[N+]1(CC(=O)NCc2ccc(NC(C)=O)cc2)CCOCC1	-8	-7	-6	-1	-3	-3	15	-7
O=C1CC(C(=O)Nc2ccccc2C(=O)O)C(c2ccccc2)O1 (stereo unspecified)	3	-13	2	8	2	2	5	-7
CCSc1ccccc1C(=O)NCc1ccc(S(N)(=O)=O)cc1	-3	-2	2	14	6	-1	-10	-1
O=C(c1ccco1)N1CCN(Cc2cccc3ccccc23)CC1	9	14	-2	-12	13	1	-9	3
Cc1nc(SCc2nc3c(F)cccc3[nH]2)c2oc3ccccc3c2n1	12	8	-1	-3	11	6	1	10
O=C(Cn1nnc2ccccc21)OCC(=O)c1ccc(F)cc1	5	-3	-1	19	-2	5	-1	4
CCC(C)NC(=O)c1ccccc1NC(=O)c1ccccc1N(C)S(C)(=O)=O (stereo unspecified)	13	-3	-10	-2	11	-17	6	1
Cn1cnc([N+](=O)[O-])c1NCc1ccccc1	4	-14	1	-6	-16	-1	-8	-10
COC(=O)c1ccc(NC(=O)C(=O)c2cn(CC(=O)N3CCOCC3)c3ccccc23)cc1	5	-5	1	-16	12	-12	-10	3
Cc1ccc(S(=O)(=O)N(C)C)cc1NC(=O)COC(=O)c1ccc(Cl)cc1	6	-3	4	2	10	-16	12	1
O=C(NCc1cccs1)c1cc2c(s1)CS(=O)(=O)C2	8	-6	-8	-22	1	-4	-5	1
CC1CCC(C(C)C)C(OC(=O)CSc2nc(N)cc(=O)[nH]2)C1 (stereo unspecified)	-18	9	-7	-13	4	0	-1	-6
COc1ccc(-c2cc(C(=O)N3CCC3)c3ccccc3n2)cc1OC	5	16	1	7	-9	4	-4	7
Cc1c(-c2ccccc2)[n+](=O)c(-c2ccc(Br)cc2)c(C)n1[O-]	7	-12	2	10	10	0	2	5
COc1ccc(-c2csc(-c3cc4ccccc4oc3=N)n2)cc1	2	19	-5	-10	-4	8	2	21
Cc1cc([N+](=O)[O-])ccc1NCc1ccc2c(c1)OCCO2	17	-3	-4	-12	-2	-29	19	-3
COc1cccc(CN2CCSCC2)c1OC	-7	-17	-5	-8	-2	4	1	0
COc1ccc(C(=O)N2CCC(C(=O)c3c(C)cc(C)cc3C)CC2)cc1	14	9	-6	-2	-14	7	72*	5
COc1ccc(OC(C)C(=O)N2CCC(C)CC2)cc1 (stereo unspecified)	0	6	1	12	-2	-1	-7	-6
FC(F)(F)c1ccc(C2[C@H]3CN(Cc4cccnc4)[C@H](c4ccccc4)C34CC2(c2cccnc2)C4)cc1 (stereo partly specified)	-2	24	-13	14	9	-5	18	-6
CCNC(=S)N/N=C/c1cccc(C)c1	8	6	-4	-65	-1	-3	-7	-4
[N-]=[N+]=NCC/C=C\C1NS(=O)(=O)OCC1O (stereo unspecified)	9	3	-4	17	13	-11	-20	0
Cc1ccc(-c2c3c(=O)n(C)c(=O)n(C)c3cn2CCCN2CCOCC2)cc1	-5	-3	-2	26	10	-2	-3	3
CC(C)c1ccc(S(=O)(=O)N2CCN(C(=S)NCc3ccco3)CC2)cc1	28	15	8	17	5	3	7	1
C/C(=N\NC(=O)COc1ccc(C)cc1C(C)C)c1ccc(-n2ccnc2)cc1	-6	8	-9	11	-10	-8	12	11
CCOC(=O)N1CCC(n2c(SCC(=O)NCCC3=CCCCC3)nc3ccccc3c2=O)CC1	12	28	-4	-38	15	12	14	-2
O=C(C1CC(=O)N(c2ccccc2)C1)N1CCCCCC1 (stereo unspecified)	-5	-8	-3	14	17	3	-7	4
